High-throughput results (PubChem)
Fh CTSL1 inh – counter-screen for PFM18AAP inhibitors: inhibitors of F. hepatica cathepsin L1 | recombinant F. hepatica cathepsin L1, Z-Leu-Arg-MCA fluorescence | inhibition, % at 5.96 µM | 300,000 tested, 0.49% active | AID 1906;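 active = inhibition above the mean of all tested compounds plus 3 SD, set per screening campaign, cut at about 17% in these data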;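 note: 0% = plate median of test compound wells and 100% = 1 µM Z-Phe-Ala-diazomethylketone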
PP1 counter – blocks human PP1-alpha phosphatase, a PP5 counter-screen; inhibition, % at 6.7 µM; purified PP1alpha, OMFP fluorescence; 320,000 tested, 0.9% active; P62136;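 active = inhibition above the mean inhibition of all tested compounds plus 3 SD, computed separately for each screening campaign, cut at about 15% in these data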
Target sequence (P62136 whole entry, looked up): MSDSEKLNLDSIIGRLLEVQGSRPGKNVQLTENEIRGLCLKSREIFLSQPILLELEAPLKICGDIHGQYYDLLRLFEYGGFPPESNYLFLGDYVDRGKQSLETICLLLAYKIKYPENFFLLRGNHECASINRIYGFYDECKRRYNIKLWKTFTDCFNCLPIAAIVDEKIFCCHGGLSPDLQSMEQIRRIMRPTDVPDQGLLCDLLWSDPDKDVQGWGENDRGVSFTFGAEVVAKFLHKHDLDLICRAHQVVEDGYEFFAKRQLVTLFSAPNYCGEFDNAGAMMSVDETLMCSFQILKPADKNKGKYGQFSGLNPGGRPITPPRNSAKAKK
proCasp7 act – counter-screen: procaspase-7 (human) activation; P55210; recombinant procaspase-7, Ac-DEVD-pNA absorbance 405 nm; D23A/D198A/D206A triple mutant, cannot self-cleave; scale: DMSO 0, 5 µM enzyme 100; activation, % at 8.5 µM; 330,000 tested, 0.093% active; AID 463210;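 active = percent activation above the screen-wide mean plus 3 SD, cut at about 25% in these data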
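Test system: Procaspase-7 triple mutant (PC-7 D3A). Also added: Ac-DEVD-pNA substrate, 400 µM as added. Schedule: 1 h enzyme–compound preincubation and 2 h substrate reaction, both 25 °C. Signal: p-Nitroaniline absorbance at 405 nm, read at 0 and 120 min. Control set: low DMSO alone, high DMSO plus 5 µM PC-7.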
TPT1 inh – inhibitors of Candida albicans tRNA 2'-phosphotransferase TPT1 | AID 1962 | inhibition, % at 5 µM | 300,000 tested, 0.81% active | recombinant caTPT1, FP RNA substrate dephosphorylation;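 active = inhibition above the mean of all tested compounds plus 3 SD, set per screening campaign, cut at about 24% in these data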;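 note: plate controls were DMSO alone for no effect and ferristatin control at 100 nM for full effect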
Efflux pump mplx – antifungal efflux pump inhibition, Nile Red retention; S. cerevisiae Candida pump triplex; inhibition, % at 10 µM; 330,000 tested, 0.44% active; AID 485275;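 active = plate passing quality check with inhibition over a set limit, or well fluorescence over plate mean plus 4 SD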;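 note: Nile Red retained in pooled yeast measured as flow cytometry median fluorescence; 0% = buffer negative control and 100% = Enniatin B positive control; higher means more Nile Red kept so more efflux inhibition; some compounds called inactive have numbers as strong as hits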
HCV core dimer – HCV core protein dimerization inhibition; TR-FRET GST/Flag-core106 dimerization, 1536-well; inhibition, % at 5 µM; 300,000 tested, 0.33% active; AID 1899;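 active = inhibition above the mean of all tested compounds plus 3 SD, set per screening campaign, cut at about 45% in these data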
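Assay system: GST-tagged and Flag-tagged HCV core protein residues 1-106 / Times: compound-protein-antibody incubation 4 h at 22.5 °C / Signal: time-resolved FRET, ex 340 nm, em 617 and 671 nm / Evaluation: % inhibition based on acceptor/donor emission ratio / Benchmarks: wells lacking GST-core106 and wells with excess unlabelled core106 / Repeats: singlicate, one well per compound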
JMJD2C inh – blocks human GASC-1 demethylase activity; AID 2099; inhibition, % at 2.35 µM; 330,000 tested, 0.069% active; GST-JMJD2C(1-420) H3K9me3 demethylation, DELFIA europium;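 active = more than half of a compound's replicate wells show inhibition beyond 50%, single wells judged on their own value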;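 note: signal counts dimethyl H3K9 product captured on neutravidin plate; 0% = median of DMSO wells and 100% = 0.3 times that DMSO median; strong numbers were not always called active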
Target sequence (Q9H3R0 1-420 limits assumed): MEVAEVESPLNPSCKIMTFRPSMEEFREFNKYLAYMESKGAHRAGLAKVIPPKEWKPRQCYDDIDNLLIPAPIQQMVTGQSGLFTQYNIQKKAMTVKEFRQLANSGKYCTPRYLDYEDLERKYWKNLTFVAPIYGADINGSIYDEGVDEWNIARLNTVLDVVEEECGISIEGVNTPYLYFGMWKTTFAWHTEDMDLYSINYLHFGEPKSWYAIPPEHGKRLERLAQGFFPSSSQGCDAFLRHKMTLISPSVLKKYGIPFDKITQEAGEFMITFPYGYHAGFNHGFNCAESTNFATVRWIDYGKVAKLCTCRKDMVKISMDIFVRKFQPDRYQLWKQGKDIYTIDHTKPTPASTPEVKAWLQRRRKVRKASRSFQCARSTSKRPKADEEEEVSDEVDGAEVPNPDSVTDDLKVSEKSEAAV
proCasp3 act – activators of human procaspase-3 | P42574 | recombinant procaspase-3 D3A, Ac-DEVD-pNA absorbance 405 nm | activation, % at 8.5 µM | 330,000 tested, 0.11% active;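 active = activation above the mean of all tested compounds plus 3 SD, cut at about 21% in these data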;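 note: 0% = DMSO alone and 100% = DMSO wells spiked with extra 5 µM PC-3 D3A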
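Evaluation: percent activation relative to control range; Material: Procaspase-3 D3A mutant, all three cleavage aspartates alanine; Compound: single dose, 8.5 µM nominal compound, 0.8% DMSO; Replication: one well per compound; Signal: absorbance at 405 nm, 0 and 120 min; Schedule: 1 h preincubation plus 2 h reaction at 25 °C.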
PP5 primary – inhibitors of human protein phosphatase 5 (PP5). P53041. inhibition, % at 6.7 µM. AID 1987. 320,000 tested, 0.18% active. purified PP5c, OMFP substrate fluorescence;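 active = inhibition above the campaign's mean inhibition across all tested compounds plus 3 SD, cut at about 9.5% in these data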;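 note: 0% = DMSO only and 100% = 100 µM cantharidin control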
* hit, by the source's call; i = inactive; . = not tested or not shown.

Results follow in this order: Fh CTSL1 inh	PP1 counter	proCasp7 act	TPT1 inh	Efflux pump mplx	HCV core dimer	JMJD2C inh	proCasp3 act	PP5 primary
1	COc1ccc(N2CCN(C(=O)CN3C(=O)C4CC=CCC4C3=O)CC2)cc1 (stereo not given)
→ 1	1	-11	1	0.2	5	5	4	4.0
2	CCCCN(CC)CCCNC(=O)c1cc2cc3ccc(C)cc3nc2o1
→ -3	5	-1	0	-0.1	-3	0	5	0.0
3	COc1ccc(Cl)cc1C(=O)Nc1ccc(NC(=O)C(C)C)cc1
→ 5	3	9	-3	0.0	-4	1	-2	1.9
4	CCN(C(=O)COC(=O)c1sccc1C)c1c(N)n(Cc2ccccc2)c(=O)[nH]c1=O
→ 2	-8	-2	-3	0.1	1	3	-6	-3.0
5	O=C(Nc1ccccc1N1CCOCC1)c1ccccc1[N+](=O)[O-]
→ 6	-5	10	-1	-0.1	1	-3	5	-3.1
6	O=C(Nc1nc(-c2ccc(Br)cc2)cs1)c1cccnc1
→ -1	8	12	3	-0.1	11	-4	2	-0.3
7	c1cncc(CNc2cccc(-c3nc4ccccc4[nH]3)c2)c1
→ -1	-1	9	1	-0.6	-5	10	-1	0.2
8	CC(Sc1nnc(-c2cccnc2)n1C)C(=O)N1CCOCC1 (stereo not given)
→ -3	-4	12	-3	0.0	-10	9	10	0.7
9	COc1ccc(CCNC(=O)c2nn(C)c3c2CS(=O)(=O)c2ccccc2-3)cc1OC
→ -6	-1	5	-2	-0.2	-4	9	2	-0.5
10	O=C(CN1C(=O)/C(=C/c2ccccc2F)Sc2ccccc21)N1CCN(c2ccccn2)CC1
→ 0	-4	10	1	0.5	0	-3	1	4.9
11	COc1ccc(NC(=O)c2cccc(S(=O)(=O)NCc3ccco3)c2)c(OC)c1
→ 1	-5	2	2	0.0	2	-23	0	-2.4
12	Cc1c(Cc2ccccc2)c(=O)oc2c(CN(C)C)c(O)c(Cl)cc12
→ 11	8	2	-1	0.4	-8	0	-2	3.0
13	O=C(O)COc1ccc(Br)cc1/C=C1/SC(=O)N(CC(=O)N2CCCC2)C1=O
→ -3	1	1	-2	0.3	-5	15	7	1.6
14	COc1ccc(NC(=O)COC(=O)Cc2c(F)cccc2Cl)cc1
→ -7	-5	-7	2	-0.1	5	2	-2	1.1
15	O=C(c1cc(-c2ccc(Cl)c(Cl)c2)on1)N1CCOCC1
→ -4	-3	4	4	0.0	-2	2	0	1.0
16	Clc1ccccc1OCCn1cnc2ccccc21
→ -2	0	-3	-1	-0.1	-4	-2	3	1.7
17	Cc1ccc(NC(=O)c2sccc2-n2cccc2)c(Cl)c1
→ 4	1	2	-3	-0.1	-3	10	3	3.0
18	Cc1ccc(S(=O)(=O)N2CCN(CC(=O)Nc3ccc4c(c3)CCC4)CC2)cc1C
→ 1	4	-4	-1	-0.8	4	-1	4	4.6
19	COc1cccc(Cn2c(Oc3cccc(C)c3)nc3c2c(=O)n(C)c(=O)n3C)c1
→ 1	-4	16	2	0.0	15	3	7	2.5
20	CCCn1c(SCC(=O)N2CCc3ccccc32)n[nH]c1=O
→ .	.	13	.	0.0	.	-4	7	.
21	CCOC(=O)CSc1c(-c2ccc(Cl)cc2)[nH]c2ccccc12
→ 1	2	1	-6	-0.1	i	-6	4	2.9
22	COc1ccc(CCNC(=O)c2cc3c(=O)n4ccccc4nc3n(Cc3ccco3)c2=N)cc1OC
→ -2	-4	2	3	0.0	23	5	-3	-1.9
23	CC1CCCC(N2C(=O)NC(NC(=O)c3ccco3)(C(F)(F)F)C2=O)C1C (stereo not given)
→ -3	1	5	1	0.1	-9	-2	9	6.6
24	CCOC(=O)C1=C(C)OC(N)=C(C(=O)OCC)C1c1ccncc1 (stereo not given)
→ 0	-6	-1	0	0.0	1	12	-5	-3.1
25	COC(=O)C1=C(C)N(C)C(=O)NC1c1ccc(C)cc1 (stereo not given)
→ -3	1	-1	-1	0.0	-3	-6	-1	1.4
26	COc1ccc(C)cc1S(=O)(=O)NCC(c1ccc2c(c1)OCO2)N1CCN(C)CC1 (stereo not given)
→ 2	-3	2	3	0.1	-2	26	0	-1.1
27	N#CCC(=O)Nc1ccc(C(=O)NCCC(c2ccccc2)c2ccccc2)cc1
→ 0	16*	8	1	0.0	15	-5	0	2.6
28	COc1ccc(CCc2nnc(N)s2)cc1OC
→ 1	-3	-4	-2	-0.1	-2	1	-2	-2.3
29	C/C(=N\O)c1ccc2c(c1)CC(C)O2 (stereo not given)
→ -2	-3	-5	-2	-0.1	0	-26	0	2.6
30	Cc1ccn2c(/C=N/OCc3ccc(F)cc3)c(-c3ccc(Cl)cc3)nc2c1
→ -1	-4	20	-4	-0.2	0	8	0	1.8
31	Cc1ccccc1CCN1CCCC(CN(C)C(=O)c2ccc3ncccc3c2)C1 (stereo not given)
→ -1	-7	3	2	0.0	14	-2	17	2.5
32	Cc1cc(C)c(C#N)c(OCC(=O)Nc2ccccc2)n1
→ 1	-3	2	-1	0.0	4	i	-2	-0.4
33	Cc1ccc(S(=O)(=O)N2CCCOC2CNC(=O)C(=O)NCc2ccco2)cc1 (stereo not given)
→ -3	-4	5	0	0.0	0	5	4	-1.2
34	Cc1oc(C(=O)Nc2ccc(C(=O)O)cc2)cc1COc1ccccc1
→ 1	-2	8	-4	-0.1	-3	0	-4	-2.2
35	COc1ccccc1/C=C1/C(=O)N(c2ccccc2)N=C1C
→ -6	-1	-4	-1	0.1	-4	40	10	2.8
36	CCNC(=S)N(CCc1c(C)[nH]c2ccccc12)Cc1cc(OC)c(OC)c(OC)c1
→ 3	0	1	-3	0.3	-4	9	-10	1.7
37	COc1ccc(NC(=O)COc2cccc3c2CCN(Cc2cccnc2)C3=O)c(OC)c1
→ 0	0	-4	-3	0.1	10	7	-3	3.6
38	O=C(N/N=C/c1ccc(OCC(=O)N2CCCCC2)cc1)c1ccccc1
→ 6	-3	-6	0	0.1	2	3	4	-3.3
39	Cc1ccc(NC(=O)CN(C)S(=O)(=O)c2cccc3cccnc23)cc1C
→ 3	2	-6	-3	-0.1	8	-7	5	-0.8
40	CCN1CCN(c2ccc(NC(=O)c3cnccn3)cc2)CC1
→ -1	4	-2	2	0.0	1	-12	8	1.5

Single records, as listed above. Order of screens: Fh CTSL1 inh | PP1 counter | proCasp7 act | TPT1 inh | Efflux pump mplx | HCV core dimer | JMJD2C inh | proCasp3 act | PP5 primary
Results for `COc1ccc(CCc2nnc(N)s2)cc1OC` : 1 | -3 | -4 | -2 | -0.1 | -2 | 1 | -2 | -2.3
Results for `Cc1ccccc1CCN1CCCC(CN(C)C(=O)c2ccc3ncccc3c2)C1` (stereo not given) : -1 | -7 | 3 | 2 | 0.0 | 14 | -2 | 17 | 2.5

(listing goes on)
Results follow in this order: Fh CTSL1 inh	PP1 counter	proCasp7 act	TPT1 inh	Efflux pump mplx	HCV core dimer	JMJD2C inh	proCasp3 act	PP5 primary
41	C[C@@H]1C=C(C(=O)N2CCN(Cc3ccc4c(c3)OCO4)CC2)O[C@H](OCCCCO)C1
→ -3	-6	-2	3	-0.1	-2	2	0	2.0
42	COc1ccc(C=NC(CO)C(O)c2ccc([N+](=O)[O-])cc2)cc1 (stereo not given)
→ 3	-3	-12	-3	-0.1	-5	1	-2	-0.5
43	Cc1c(NS(=O)(=O)c2ccc3c(c2)Cc2ccccc2-3)c(=O)n(-c2ccccc2)n1C
→ -4	2	-5	0	0.2	10	14	2	0.5
44	CN(C)C(=O)c1ccc(Nc2nnc(-c3ccc(O)cc3)c3ccccc23)cc1
→ 8	-1	-14	-2	0.2	-6	14	0	1.3
45	CCc1ccc(OCCCOc2ccc(C=O)cc2)cc1
→ 1	3	-8	-2	-0.2	-2	5	4	-0.1
46	CCOC(=O)C1(Cc2ccccc2Cl)CCN(C(=O)c2cc(C)on2)CC1
→ -4	3	-6	1	-0.1	-3	-1	-2	2.3
47	CC1(C)CC(NCc2ccc3c(c2)OCO3)CCO1 (stereo not given)
→ 2	0	-31	1	0.0	6	-2	2	-2.0
48	COc1cccc(OCC(=O)NNC(=O)c2cccs2)c1
→ -20	-2	10	-3	0.1	-1	30	0	-0.5
49	O=C(COC(=O)C1CC(O)CN1C(=O)Oc1ccccc1)c1ccc(Br)cc1 (stereo not given)
→ -1	-1	8	0	-0.5	0	3	5	1.4
50	COc1cc(C)ccc1OCc1cc(C(=O)N2CCN(C3CCCCC3)CC2)no1
→ 6	-1	0	-2	-0.2	-1	16	3	0.9
51	O=C(CN(Cc1cccs1)S(=O)(=O)c1ccc(S(=O)(=O)N2CCCCC2)cc1)Nc1ccccc1
→ -4	-1	-3	1	0.6	1	5	4	0.3
52	CCCCOc1ccc(/C(O)=C2/C(=O)C(=O)N(CCN(C)C)C2c2ccc(O)c(OC)c2)cc1 (stereo not given)
→ -3	0	-11	-1	-0.1	-2	2	-3	1.5
53	O=[N+]([O-])c1ccc(S(=O)(=O)CC(CN2CCOCC2)N2CCOCC2)cc1 (stereo not given)
→ 5	-1	5	0	0.0	0	-2	-7	-0.8
54	COc1ccc(NC(=O)Cn2c(C)cc(=O)c3cccc(OC)c32)cc1
→ -6	-1	1	-1	0.0	0	37	3	-0.3
55	CCC(CO)n1cnnc1-c1ccncc1 (stereo not given)
→ -5	-2	-1	1	0.2	6	-20	2	1.2
56	Cc1ccc2c(c1)N(CC(=O)Nc1ncccc1C)C(=O)C(C(C)C)O2 (stereo not given)
→ -4	-1	6	3	0.2	-1	3	2	2.4
57	COc1ccc(-c2n[nH]c3c2CN(C(=O)c2ccccc2)CC3)cc1
→ 0	-2	4	1	0.0	-1	.	0	0.4

Hits appear at their usual frequency; 2.9% or so of the library scored in one or more.
